# CHT inh: inhibitors of human choline transporter CHT; actives 0.86% (n = 310,000); AID 488975, 2010; CHT-expressing cells, membrane potential dye, choline response; hits give low values; B-score at 10 µM;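 active means B-score over 3 SD under the library average, and starting fluorescence ratio not unusually high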;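 further: choline stimulus applied at its EC90 after an EC20 pre-addition; B-score computed on integrated fluorescence ratio after choline addition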
# Target sequence (Q9GZV3 whole entry, looked up): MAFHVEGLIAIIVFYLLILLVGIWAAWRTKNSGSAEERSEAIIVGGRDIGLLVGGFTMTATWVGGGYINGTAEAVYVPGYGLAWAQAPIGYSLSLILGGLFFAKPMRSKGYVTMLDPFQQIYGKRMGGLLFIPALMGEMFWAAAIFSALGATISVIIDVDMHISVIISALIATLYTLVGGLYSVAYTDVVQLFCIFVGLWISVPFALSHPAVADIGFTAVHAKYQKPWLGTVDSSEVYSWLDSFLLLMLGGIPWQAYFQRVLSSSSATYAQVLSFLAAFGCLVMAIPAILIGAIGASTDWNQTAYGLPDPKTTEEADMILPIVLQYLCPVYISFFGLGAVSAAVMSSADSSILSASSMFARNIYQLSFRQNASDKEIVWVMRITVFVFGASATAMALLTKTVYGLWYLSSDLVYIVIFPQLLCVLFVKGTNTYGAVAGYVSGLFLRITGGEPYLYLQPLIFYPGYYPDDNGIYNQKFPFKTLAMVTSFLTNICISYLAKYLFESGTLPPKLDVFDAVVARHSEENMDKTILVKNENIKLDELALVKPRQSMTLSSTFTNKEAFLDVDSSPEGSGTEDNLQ
# Kir21 block: inhibitors of mouse Kir2.1 inward-rectifier potassium channel; Inward rectifier potassium channel 2 (Mus musculus), P35561; HEK293-Kir2.1, FluxOR thallium flux fluorescence; hits give low values; B-score at 10 µM; actives 0.85% (n = 310,000); AID 1672, 2009;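 active means fluorescence ratio B-score at or below minus 3 SD of library scores, with starting-brightness B-score within 2 SD, cut at about -4.2 in these data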;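 further: channel flux triggered by added potassium and thallium sulfate stimulus; B-score of peak minus minimum fluorescence over baseline after thallium stimulus; more negative B-score means stronger Kir2.1 block with less thallium influx; some compounds called inactive have numbers as strong as hits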
# Target sequence (P35561 whole entry, looked up): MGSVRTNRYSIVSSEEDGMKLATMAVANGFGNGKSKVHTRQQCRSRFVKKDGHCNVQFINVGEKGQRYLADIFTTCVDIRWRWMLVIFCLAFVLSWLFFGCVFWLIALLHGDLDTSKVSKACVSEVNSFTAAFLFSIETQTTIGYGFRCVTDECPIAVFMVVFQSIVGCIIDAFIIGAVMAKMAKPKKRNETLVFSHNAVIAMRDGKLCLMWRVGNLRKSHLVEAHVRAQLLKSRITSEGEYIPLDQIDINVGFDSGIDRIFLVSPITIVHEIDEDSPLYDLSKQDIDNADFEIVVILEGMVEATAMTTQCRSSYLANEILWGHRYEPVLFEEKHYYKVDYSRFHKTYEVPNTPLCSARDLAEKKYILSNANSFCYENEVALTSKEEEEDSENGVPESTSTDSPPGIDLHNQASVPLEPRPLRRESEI
# * = called active by the depositor; i = inactive; . = not tested or not shown.
# Order of values: CHT inh	Kir21 block
- CCOC(=O)N1CCN(C(=O)N2CCOCC2)CC1
  i	1.7
- O=C(NCCc1ccccc1)C1CCCN1C(=O)Nc1ccccc1 (stereo not given)
  i	1.3
- COC(=O)Cc1nnc(SCC(=O)Nc2ccccc2)c2ccccc12
  i	0.22
- CCOC(=O)c1c(NC(=O)COC(=O)Cn2c(C(F)(F)F)nc3ccccc32)sc(C)c1C
  i	0.04
- CN(C(=O)C(C)(C)C)C1c2c(ccc3ccccc23)OCC1CO (stereo not given)
  i	-1.2
- O=C(NCc1cccc(Cl)c1)c1cccnc1
  i	1
- O=S(=O)(Nc1cccnc1)c1ccccc1
  i	-0.61
- CCCCOc1ccc(C(=O)NCC(=O)NCC(c2ccc(OC)cc2)N2CCCC2)cc1 (stereo not given)
  i	0.04
- Cc1cc(C(=O)Nc2cnn(Cc3ccc(Cl)cc3Cl)c2)no1
  i	0.05
- COC(=O)c1ccc(NC(=O)CSc2nnc(C)n2CC2CCCO2)cc1 (stereo not given)
  i	-0.18
- Cc1scc(C(=O)N/N=C/c2ccc([N+](=O)[O-])o2)c1C
  i	0.01
- O=C(CSc1nncs1)NC(=O)Nc1ccc2c(c1)OCCO2
  i	0.35
- COc1ccc(NC(=O)CCS(=O)(=O)c2ccccc2)c(OC)c1
  i	0.06
- COc1ccc(NC(=O)CCN2CCN(S(=O)(=O)c3ccc(F)cc3)CC2)cc1
  i	0.43
- CCOC(=O)c1ccc(NC(=O)Cc2cccs2)cc1
  i	0.86
- Cc1ccc(-c2cnn(-c3cccc(C(F)(F)F)c3)c2N)cc1
  i	-0.89
- Cc1ccc(C2CC(c3ccccc3OC(F)F)Nc3ncnn32)cc1 (stereo not given)
  i	-0.37
- COc1ccc(NC(=O)CCNC(=O)c2ccccc2)cc1S(N)(=O)=O
  i	0.79
- Cc1ccc(NC(=O)Cn2c(O)c(N=NC(=O)c3cc([N+](=O)[O-])ccc3O)c3ccccc32)cc1
  i	0.74
- O=C(CCC(=O)OCc1cccc(C(=O)Oc2ccccc2)c1)Nc1cccc2ccccc12
  i	1.6
- Cc1c(C(=O)N2CCOCC2)sc(NC(=O)c2ccc3c(c2)OCO3)c1C#N
  i	-0.02
- O=C(NN1C(=O)/C(=C/C=C/c2ccccc2)SC1=S)c1ccncc1
  i	-0.75
- COc1ccc2[nH]c3nc(SCC(=O)Nc4ccc5c(c4)OCO5)nnc3c2c1
  i	0.18
- CCCN1CCN(S(=O)(=O)c2ccc3c(c2)NC(=O)C(C)C(=O)N3)CC1 (stereo not given)
  i	0.09
- CCOC(=O)Cn1c(=O)oc2cc(S(=O)(=O)NC3CCCc4ccccc43)ccc21 (stereo not given)
  i	0.61
- O=C(C(Cc1ccccc1)NS(=O)(=O)c1cccc2cccnc12)N1CCc2ccccc21 (stereo not given)
  i	0.34
- CCOc1ccc(Nc2nc(N(C)c3ccccc3)nc(N)c2[N+](=O)[O-])cc1
  i	0.33
- CC(=O)NC(Cc1ccccc1F)C(=O)NC1CCN(S(=O)(=O)c2ccccc2)CC1 (stereo not given)
  .	-0.11
- Cc1ccc(N(C(=O)Cc2c[nH]c3ccccc23)C(C(=O)NC2CCCCC2)c2ccco2)cc1 (stereo not given)
  i	-0.02
- Cc1ccc(/C=C/C(=O)N2CCN(S(=O)(=O)c3cccs3)CC2)o1
  i	-0.27
- Cc1ccc(-c2c(C(=O)N/N=C/c3sccc3C)nnn2-c2nonc2N)cc1
  i	0.04
- CN1CC(=O)N(C)c2nc(Br)n(C)c2C1=O
  i	0.13
- COc1ccc(OC)c(S(=O)(=O)NCCC(C)C)c1
  i	-1.4
- COc1ccc(CNc2cc(C)ccc2C)c(OC)c1OC
  i	0.98
- O=C(N/N=C/c1ccc(O)cc1)c1[nH]c2ccc(Br)cc2c1-c1ccccc1
  i	0.18
- COC(=O)[C@]1(CC(C)C)N[C@H](c2ccc(-c3ccc(F)cc3)cc2)[C@@H]2C(=O)N(C)C(=O)[C@@H]21
  i	-0.76
- CCOc1ccccc1CNC(=O)c1ccc(NC(=O)C2=CSCCO2)cc1
  i	1
- COC(=O)C(Cc1cccc(C)n1)(c1ccccc1)c1ccccc1
  i	-3.5
- CCOC(=O)N1CCC(NC(=O)c2ccc3c(Cl)c4c(nc3c2)CCCC4)CC1
  i	.
- NC(=S)NN=C1c2cc(S(=O)(=O)N3CCOCC3)ccc2-c2ccc(S(=O)(=O)N3CCOCC3)cc21
  i	1.5
- COC(=O)c1ccc(C2=NOC(C)(c3nnc(-c4cccc(Cl)c4)o3)C2)cc1 (stereo not given)
  i	-0.91
- CNc1nc(-c2ccc(OC)cc2)c(-c2ccc(OC)cc2)s1
  i	0.63
- CC(C)OCCCn1c(=N)c(C(N)=S)cc2c(=O)n3ccccc3nc21
  i	-0.3
- O=c1c2ccccc2nc2ccc(NCc3cccs3)nn12
  i	0
- Cc1ccc(-c2nc(CS(=O)(=O)CC(=O)N3CC(C)CC(C)C3)c(C)o2)cc1 (stereo not given)
  i	2.1
- N#CCO/N=C(\c1ccccc1)c1ccncc1
  i	-0.66
- Nc1ccc2ncccc2c1N
  i	.
- CCCCCC(=O)Nc1cc(S(=O)(=O)N2CCOCC2)ccc1N1CCCC1
  i	1.9
- c1ccc(Cc2nc3ccccc3[nH]2)cc1
  i	0
- COc1ccc(NC(=O)C(C)N2C(=O)C3CC=C(Cl)CC3C2=O)cc1 (stereo not given)
  i	-0.29
- CC1(C)CC(=O)C2=C(C1)Nc1cc(C(=O)c3ccccc3)ccc1NC2c1ccccn1 (stereo not given)
  i	0.32
- CCOc1ccc(N(CC(=O)NC2CCCCC2)C(=O)CCCC(=O)Nc2ccccn2)cc1
  i	0.89
- COc1ccc(Nc2cc(=O)n(C3CCCCC3)c(=O)[nH]2)c(OC)c1
  i	-0.16
- O=S(=O)(Nc1ccc2ccccc2c1)c1ccccc1
  i	-1
- Nc1nnnn1/N=C/c1cccc(OCc2ccccc2Cl)c1
  i	0.81
- Cc1cccc(Nc2nnc(SC3CCOC3=O)s2)c1C (stereo not given)
  i	0.73
- CC(=O)c1nn(-c2ccccc2)cc1C(=O)c1ccc(C)cc1
  i	2.2
- OCC[C@H]1C[C@@H](O)[C@H](O)[C@@]2(Cc3ccccc3CCO2)O1
  i	.
- O=C(Nc1cccc(C(F)(F)F)c1)NC1CCCCC1
  i	0.85
- CC(C)(C)N=C1NN=C(c2cc3ccccc3o2)CS1
  i	-0.74

# (listing goes on)
# Order of values: CHT inh	Kir21 block
- CCc1cc(OCCOCCN(C)C)ccc1Cl
  i	0.7
- COc1ccc(CCNS(=O)(=O)c2c(C)[nH]c(C)c2C(=O)N2CCCCC2)cc1OC
  i	0.56
- O=C(N/N=C/c1cccc2ccccc12)C(=O)N1CCCC1
  i	-0.71
- c1ccc(C2=Nc3c(ccc4ccccc34)C(c3ccncc3)=NN2)cc1
  i	0.13
- CCc1ccc(C(=O)NNc2ccc(Cl)cc2)cc1
  i	0
- c1cc2c3c(cccc3c1)NC1(CCCCC1)N2
  i	-1.6
- COc1ccc(C(=O)COC(=O)c2cc([N+](=O)[O-])ccc2N2CCOCC2)c(OC)c1
  i	1.7
- O=C(O)C1CCCCC1C(=O)Nc1ccc(S(=O)(=O)N2CCCC2)cc1 (stereo not given)
  i	0.75
- O=C(COC(=O)/C=C/c1cccc(Br)c1)NCCc1ccccc1
  i	-0.66
- Cc1ccccc1OCC(=O)NCCC(=O)O
  i	1.6
- O=C(NCC1CCCO1)c1ccc(Cn2c(=S)[nH]c3ccccc3c2=O)cc1 (stereo not given)
  i	0.51
- COc1ccc(NC(=O)CCc2nnc3ccc(N4CCC5(CC4)OCCO5)nn23)cc1
  i	0.08
- Cc1cc(SCC(=O)Nc2cccc(S(=O)(=O)NC3=NCCCCC3)c2)c(C)cc1Br
  -5*	-1.1
- O=C(CCN1C(=O)c2ccccc2C1=O)Oc1ccc2ccccc2c1
  i	1.4
- COCCn1c(SCC(=O)c2ccccc2)nc2ccccc2c1=O
  i	1.5
- N#Cc1ccc(-n2nnc3ccccc3c2=O)c([N+](=O)[O-])c1
  i	0.17
- COc1ccc(C(c2nnnn2CC2CCCO2)N2CCN(c3ccccc3)CC2)cc1 (stereo not given)
  i	0.81
- COc1ccc(CN2CCNC(=O)C2CC(=O)NC2CCCC2)c(OC)c1 (stereo not given)
  i	0.45
- Cc1cc(Br)ccc1SCC(=O)OC/C(O)=C(\C#N)c1nc2ccccc2[nH]1
  i	-1.1
- COc1cccc(CN2CCNC(=O)C2CC(=O)NCCOc2cccnc2)c1 (stereo not given)
  i	-0.7
- Cc1cccc(NC(=S)NNC(=O)c2ccc(O)cc2O)c1C
  i	0.01
- CCCC1=[N+](CC(=O)c2ccccc2)CCn2cccc21
  i	-0.16
- CCOC(=O)c1cccc(NC(=O)CSc2nnc(COc3ccccc3C)o2)c1
  i	-1.6
- CCN(CC)CCNC(=O)CN1C(=O)COc2ccc(S(=O)(=O)N3CCOCC3)cc21
  i	0.55
- Cc1cccc(CNC(=O)C2CCC(=O)N(C3CCCC3)C2)c1 (stereo not given)
  i	0.02
- Cn1c(=O)c2c(-c3ccccc3)n(Cc3cccnc3)cc2n(C)c1=O
  i	0.16
- O=C1C2C3C=CC(C3)C2C(=O)N1c1ccc2ccccc2n1 (stereo not given)
  i	0.62
- COC(=O)c1cccc(S(=O)(=O)N2CCCC2)c1
  i	-0.15
- CCC(c1nnnn1Cc1ccc(F)cc1)N(CCCO)Cc1cc2cc3c(cc2[nH]c1=O)OCO3 (stereo not given)
  i	-0.31
- COc1ccc(C2CC(=O)C(CS(=O)(=O)c3ccccc3)C(=O)C2)cc1 (stereo not given)
  i	2
- O=C(O)Cn1nnnc1SCC(=O)Nc1ccccc1F
  i	0.59
- CCN1/C(=C2\OC(=S)N(C)C2=O)C=Cc2ccccc21
  i	-1.3
- COc1ccc(C(=O)N2CCc3ccc(NC(=O)c4ccccn4)cc3C2)cc1F
  .	0.61
- O=C(COC(=O)Cc1ccc(F)cc1)Nc1ccc2[nH]c(=O)[nH]c2c1
  i	0.09
- COc1ccc(C(=O)N/N=C2/SCC(=O)N2Cc2ccc3c(c2)OCO3)cc1OC
  i	2.9
- CC(C)C[C@H](NC(=O)[C@H](Cc1ccccc1)n1c(=O)[nH]c2ccccc2c1=O)C(=O)N1CCC[C@@H]1C(=O)O
  i	0.58
- Cc1ccc(C)c(NC(=O)CN(C)C(=O)CSC(C)C(=O)Nc2cc(C)on2)c1 (stereo not given)
  i	1.9
- CC1CCC(NC(=O)C2CCN(S(=O)(=O)c3ccc4nc5c(c(C(=O)O)c4c3)CC(C)CC5)CC2)CC1 (stereo not given)
  i	2.2
- CC(C)NC(=O)C(Cc1ccccc1)N1C(=O)c2ccccc2C1=O (stereo not given)
  i	-0.97
- CSc1ccc(C(=O)C2CCCN(C(=O)CCCn3cncn3)C2)cc1 (stereo not given)
  i	0.55

# By substructure: the compounds so far with two or more sulfur atoms (six)
# Order of values: CHT inh	Kir21 block
- O=C(CSc1nncs1)NC(=O)Nc1ccc2c(c1)OCCO2
  i	0.35
- O=C(NN1C(=O)/C(=C/C=C/c2ccccc2)SC1=S)c1ccncc1
  i	-0.75
- Cc1ccc(/C=C/C(=O)N2CCN(S(=O)(=O)c3cccs3)CC2)o1
  i	-0.27
- NC(=S)NN=C1c2cc(S(=O)(=O)N3CCOCC3)ccc2-c2ccc(S(=O)(=O)N3CCOCC3)cc21
  i	1.5
- Cc1cccc(Nc2nnc(SC3CCOC3=O)s2)c1C (stereo not given)
  i	0.73
- Cc1cc(SCC(=O)Nc2cccc(S(=O)(=O)NC3=NCCCCC3)c2)c(C)cc1Br
  -5*	-1.1

# The list goes on.
# Order of values: CHT inh	Kir21 block
- COCCNS(=O)(=O)c1ccc(-c2ccc(S(=O)(=O)NCCOC)cc2)cc1
  i	.
- O=C(/C=C/c1ccc([N+](=O)[O-])cc1)N1CCN(Cc2ccccc2)CC1
  i	0.9
- CCOC(=O)C1(Cc2ccccc2C)CCCN(C(=O)c2cc(CC)nn2C)C1 (stereo not given)
  i	0.09
- O=C(Nc1ccc(F)cc1)Nc1nnc(Cc2ccccc2)s1
  i	1.2
- COc1ccc(N2C(=O)CC(NNc3nc4ccccc4s3)C2=O)cc1 (stereo not given)
  i	-0.05
- O=C(O)c1ccccc1C(=O)N1CCN(c2ncccn2)CC1
  i	-1.1
- CCOC(=O)N1CCN(S(=O)(=O)c2ccc3c(c2)SC(C)C(=O)N3)CC1 (stereo not given)
  i	-1.6
- O=C(OCc1c(F)cccc1Cl)c1cnc2ccccc2n1
  i	-0.67
- COc1ccc(/C=N/NC(=S)Nc2cccc(C(=O)O)c2)cc1
  i	0.72
- CCCn1nnnc1NCc1c(Cl)cccc1Cl
  i	2.7
- CN(c1ccc(C(=O)N2CCOCC2)cc1)S(=O)(=O)c1ccc(Cl)cc1
  i	-0.38
- Cc1cccnc1NC(=O)CCNS(=O)(=O)c1ccc2c(c1)c(=O)n(C)c(=O)n2C
  i	-0.5
- C=CCN(CC=C)Cc1c(O)ccc2c(=O)c(-c3ccccc3)coc12
  i	0.27
- COc1cc(S(=O)(=O)N2CCOCC2)ccc1NC(=O)CN1c2cccc3cccc(c23)S1(=O)=O
  i	0.7
- COc1cc(C(=O)N2CCC(NC(=O)C(Cc3ccc(C)cc3)NC(C)=O)CC2)cc(OC)c1OC (stereo not given)
  i	0.34
- CC1Cc2ccccc2N1Cc1cccc(S(=O)(=O)N(C)C)c1 (stereo not given)
  i	-2.4
- Cc1ccc(C(=O)NCCCNC(=O)COc2ccccc2Cl)cn1
  i	-0.62
- CCCNC(=O)c1ccc(N2CCC3(CC2)CC(c2cccc(Br)c2)=NO3)c([N+](=O)[O-])c1
  i	0.81
- Nc1ccc(Nc2ccccc2)c(S(=O)(=O)O)c1
  i	-0.88
